APEX1 inh = qHTS Assay for Inhibitors of the Human Apurinic/apyrimidinic Endonuclease 1 (APE1). DNA repair nuclease/redox regulator APEX1 (Homo sapiens), P27695. recombinant APE1, TAMRA/BHQ-2 abasic DNA cleavage fluorescence. Potency, µM (series often up to 65.8 µM), without a hit: at the top dose activity change, negative = inhibition, hits mostly inhibitors. actives 0.35% (n = 350,000). AID 2517, 2012;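 further: plate controls were vehicle for no effect and reference inhibitor for full effect; nearly all actives have a fitted effect of over 55% in size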
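Activity was derived from the fluorescence gain between first and third kinetic reads (60 s intervals, ex 525/em 598 nm) after 50 nM THF-abasic TAMRA/BHQ-2 duplex was added to 0.75 nM APE1 preincubated 15 min with compound.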
POLB inh = qHTS Assay for Inhibitors of DNA Polymerase Beta | Potency, µM (doses to about 114 µM), for the others: at the highest dose activity change, negative = inhibition, actives largely listed as inhibitors | AID 485314, 2010 | P06746 | actives 1.3% (n = 340,000) | Pol beta primer extension/strand displacement, fluorescence kinetic; further: on the % scale 0 is the no-effect control and ±100 the full control effect
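Homogeneous kinetic assay of primer extension and strand displacement by 10 nM Pol beta, preincubated 15 min at room temperature with compound before 50 nM substrate (final) was added. Read at 0 and 10 min; four-parameter Hill fit.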
Pol iota inh = qHTS for Inhibitors of Polymerase Iota; actives 1% (n = 390,000); DNA polymerase iota (Homo sapiens), Q9UNA4; Potency, µM (titrated, usually from 115 µM), inactives show at the highest dose activity, negative = inhibition, usual class: inhibitors; Pol iota fluorescent replication assay, 10 min
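Fluorescent replication assay read twice, at 0 min and 10 min after adding 50 nM (final) substrate. Enzyme (10 nM) and compounds were first incubated 15 min at room temperature; enzyme-free buffer wells were negative controls.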
POLK inh = qHTS for Inhibitors of Polymerase Kappa; purified Pol kappa, fluorescent DNA synthesis assay, 10 min; DNA polymerase kappa (Homo sapiens), Q9UBT6; actives 0.53% (n = 400,000); Potency, µM (titrated, usually from 107 µM), for inactives: at the highest dose activity, negative = inhibition, most hits filed as inhibitors; AID 588579, 2011; further: on the % scale 0 is the no-effect control and ±100 the full control effect
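50 nM final substrate added after 15 min RT preincubation of 10 nM Pol kappa with compound; fluorescence read at 0 and 10 min.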
BLM inh = qHTS Assay for Inhibitors of Bloom's syndrome helicase (BLM); RecQ-like DNA helicase BLM (Homo sapiens), P54132; recombinant BLM DNA unwinding, fluorescence dequenching; Potency, µM (top dose mostly 56.1 µM), for inactives: top-dose activity change, negative = inhibition, most hits filed as inhibitors; actives 0.2% (n = 350,000);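 further: plate controls were vehicle for no effect and no enzyme for full effect; nearly all actives have a fitted effect of over 35% in size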
G9a block = qHTS Assay for Inhibitors of Histone Lysine Methyltransferase G9a; G9a H3K9 monomethylation, AlphaScreen, 2 h; Potency, µM (series often up to 102 µM), for inactives: top-dose activity, negative = inhibition, most hits filed as inhibitors; Histone-lysine N-methyltransferase EHMT2 (Homo sapiens), Q96KQ7; actives 8.8% (n = 350,000); further: on the % scale 0 is the no-effect control and ±100 the full control effect; nearly all actives have a fitted effect of over 75% in size
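Using a bead-based AlphaScreen, monomethylated H3K9 product from 2 h room-temperature reactions (G9a 20 nM, peptide 500 nM, SAM 20 uM) was detected with 0.5 ug/mL rabbit anti-H3K9me1 antibody.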
BAZ2B inh = qHTS Assay for Inhibitors of BAZ2B; Bromodomain adjacent to zinc finger domain protein 2B (Homo sapiens), Q9UIF8; AID 504333, 2011; AlphaScreen BAZ2B-H3K14Ac peptide displacement; actives 4.4% (n = 360,000); Potency, µM (doses to about 114 µM), inactives show at the highest dose activity change, negative = inhibition, usual class: inhibitors; further: on the % scale 0 is the no-effect control and ±100 the full control effect; nearly all actives have a fitted effect of over 60% in size
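AlphaScreen luminescence quantifies BAZ2B engagement of H3K14Ac peptide; the protein and biotinylated peptide are both at 50 nM final, buffer PBS pH 7.4 with 0.01% Tween-20, all steps at room temperature.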
POLH inh = qHTS for Inhibitors of Polymerase Eta; DNA polymerase eta (Homo sapiens), Q9Y253; recombinant Pol eta, fluorescent DNA replication assay; Potency, µM (highest dose often 114 µM), without a hit: at the highest dose activity change, negative = inhibition, usual class: inhibitors; actives 1.2% (n = 390,000); AID 588591, 2011; further: on the % scale 0 is the no-effect control and ±100 the full control effect
Target sequence (Q9Y253 whole entry, looked up): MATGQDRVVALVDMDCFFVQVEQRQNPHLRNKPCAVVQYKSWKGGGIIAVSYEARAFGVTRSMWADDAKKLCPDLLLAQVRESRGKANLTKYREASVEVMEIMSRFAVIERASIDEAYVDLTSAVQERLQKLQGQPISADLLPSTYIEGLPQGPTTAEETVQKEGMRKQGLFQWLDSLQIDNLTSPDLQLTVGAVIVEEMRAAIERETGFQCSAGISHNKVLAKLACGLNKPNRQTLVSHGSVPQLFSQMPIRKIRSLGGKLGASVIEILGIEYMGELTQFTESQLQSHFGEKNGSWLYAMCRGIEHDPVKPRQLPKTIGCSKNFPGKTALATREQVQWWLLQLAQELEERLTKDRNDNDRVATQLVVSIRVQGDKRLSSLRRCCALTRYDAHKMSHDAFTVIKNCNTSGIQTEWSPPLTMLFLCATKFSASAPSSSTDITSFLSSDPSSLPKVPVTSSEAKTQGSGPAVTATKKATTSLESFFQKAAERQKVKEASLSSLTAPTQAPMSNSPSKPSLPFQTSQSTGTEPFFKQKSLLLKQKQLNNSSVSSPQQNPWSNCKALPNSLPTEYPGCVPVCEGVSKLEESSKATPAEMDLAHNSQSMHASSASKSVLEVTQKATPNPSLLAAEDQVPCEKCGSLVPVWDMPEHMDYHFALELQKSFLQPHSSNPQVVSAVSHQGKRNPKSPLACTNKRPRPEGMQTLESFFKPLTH
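Pol eta (10 nM) was preincubated with compounds for 15 min at room temperature, after which fluorescent replication substrate (50 nM final) was added to start the reaction. Fluorescence was read kinetically at 0 and 10 min.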
Anesthetic bind = qHTS Assay for Identification of Novel General Anesthetics | apoferritin/1-aminoanthracene competitive binding, fluorescence | actives 0.074% (n = 350,000) | Ferritin light chain (Equus caballus), P02791 | Potency, µM (titrated, usually from 77.5 µM), without a hit: at the top dose activity change, negative = displacement, hits mostly inhibitors; further: on the % scale 0 is the no-effect control and ±100 the full control effect; nearly all actives have a fitted effect of over 20% in size
Target sequence (P02791 2-175 limits assumed): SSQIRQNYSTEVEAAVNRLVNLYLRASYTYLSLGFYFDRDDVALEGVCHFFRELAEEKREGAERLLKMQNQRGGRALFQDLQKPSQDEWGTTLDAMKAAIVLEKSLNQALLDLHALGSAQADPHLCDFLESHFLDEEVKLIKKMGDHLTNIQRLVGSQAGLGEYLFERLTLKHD
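Read-out: endpoint 1-AMA fluorescence, excitation 380 nm and emission 535 nm, after compounds sit 10 min at room temperature with 10 uM horse-spleen apoferritin in 50% saturated 1-AMA/PBS. Values come from four-parameter Hill fits.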
An asterisk follows results filed as active; ? = inconclusive; . = not tested or not shown; [ ] = remark or other dose. The call rests on the fitted dose curve; in most records, active means well fitted curve in the direction sought with a large enough effect; inconclusive means small, poorly fitted or top-dose-only effect, or another doubt; inactive means no such curve, though single readings can be large; an effect the other way counts as inactive or inconclusive. Potency means the concentration at half of the fitted maximal effect.

| no. | Molecule | POLB inh | Pol iota inh | BAZ2B inh | POLH inh | G9a block | Anesthetic bind | APEX1 inh | BLM inh | POLK inh |
| --- | --- | --- | --- | --- | --- | --- | --- | --- | --- | --- |
| 1 | O=C(N/N=C/C=C/c1ccco1)c1cccs1 | 25µM* | 22µM* | . | ? | 13µM* | -21% | ? | 22µM* | ? |
| 2 | CCCNc1c(N)c(=O)oc2ccccc12 | 0% | -1% | ? | 0% | 14%[59 µM] | -20% | -2% | -3% | 3% |
| 3 | COc1cccc(CNC(=O)CN2C(=O)CCSc3ccc(S(=O)(=O)N4CCCC4)cc32)c1 | 0% | -7% | -2% | -3% | -6% | 5% | -5% | -3% | -9% |
| 4 | N#C/C(C(=O)NCc1ccccc1)=C1/N=C(NC(=O)c2cccs2)c2ccccc21 | -13% | 17% | ? | -15% | 4%[59 µM] | -6% | 5% | -1% | -9% |
| 5 | N#Cc1cc(Br)ccc1N=C1CCCN1c1ccccc1 | 47% | 6% | 87%[activator] | -22% | ? | 78%[activator] | 4% | -9% | -6% |
| 6 | CCOC(=O)N1CCN(C(=O)c2ccc(Cn3c(=S)[nH]c4cc(C(=O)OC)ccc4c3=O)cc2)CC1 | 19% | 6% | -35% | -16% | 12% | -6% | 7% | -2% | -2% |
| 7 | COC(=O)c1c(NC(=O)C2CC2)sc2c1CCCC2 | 1% | 17% | 2% | -10% | 0%[59 µM] | 4% | -7% | -24% | -2% |
| 8 | O=C(NNC(=S)NCC1CCCO1)c1cccc(S(=O)(=O)N2CCOCC2)c1 (stereo unspecified) | 6% | 193%[activator] | -3% | -14% | 50µM* | -1% | 0% | 2% | -1% |
| 9 | COc1ccc(C(=O)NC2(C(F)(F)F)C(=O)NC(C)=C2C#N)cc1OC (stereo unspecified) | 7% | -3% | 0% | 2% | -2%[59 µM] | -2% | . | -7% | -5%[60.1 µM] |
| 10 | Cc1ccc(NC(=O)c2c(NC(=O)Cc3ccccc3)sc3c2CCCC3)cc1 | -2% | 1% | 1% | -8% | -37%[59 µM] | -6% | . | -3% | -2% |
| 11 | CCOC(=O)c1oc2ccccc2c1CN1CCN(C)CC1 | -27% | -7% | -31% | -12% | ? | 5% | 10% | 6% | 3% |
| 12 | COc1ccc(S(=O)(=O)Cc2ccc(C(=O)NC(C)C)o2)cc1 | 0% | 0% | 8% | -7% | 10% | 0% | -1% | -1% | 4% |
| 13 | CCOC(=O)c1c(C)[nH]c(C)c1S(=O)(=O)N(C)Cc1ccco1 | 12% | 22% | -20% | -11% | ? | -3% | 35% | -1% | -1% |
| 14 | Cc1ccc(C(=O)NCCCNCCCNC(=O)c2ccc(C)nc2)cn1 | 1% | 1% | 4% | -11% | 15%[59 µM] | 0% | 8% | -15% | 0% |
| 15 | COc1ccc(OC)c(-c2[nH]nc3c2C(c2ccco2)C(C#N)=C(N)O3)c1 (stereo unspecified) | -2% | ? | -37% | ? | ? | -12% | -2% | -4% | -6% |
| 16 | O=C(Nc1ccc(Cl)cc1)c1cncs1 | 24% | 114%[activator] | 3% | -6% | -1%[2.33 µM] | -7% | 3% | -2% | -9% |
| 17 | CC(=O)Nc1cccc(C(=O)OCC(=O)Nc2c(C)nn(-c3ccccc3)c2C)c1 | . | 23% | 12% | -5% | 40µM* | . | -11% | . | -4% |
| 18 | N/C(Cn1cncn1)=N\OC(=O)c1ccc(Cl)cc1Cl | 0% | -19% | 1% | -13% | 4% | -7% | -1% | -6% | -5% |
| 19 | Cc1nn(-c2ccccc2)nc1CNC(=O)CC(C)(C)C | 10% | 4% | 1% | -5% | -1% | -3% | 1% | -12% | -5% |
| 20 | CC(C)(C)c1ccc(C(=O)Nc2sc3c(c2C#N)CCC(C(C)(C)C)C3)cc1 (stereo unspecified) | -1% | 2% | -13% | -18% | 4%[59 µM] | -7% | . | -2% | 0% |
| 21 | C#CCOC(=O)C1C2C=CC(C2)C1C(=O)O (stereo unspecified) | ? | -2% | 6% | -8% | 0%[12.7 µM] | -13% | -1% | 0% | -7% |
| 22 | CC1=CCC2C(=O)N(c3ccc(C(=O)Nc4ccccc4Cl)cc3)C(=O)C2C1 (stereo unspecified) | 24% | 10% | -2% | -3% | -5% | ? | 2% | -5% | -11% |
| 23 | O=C(c1ccnc(Cl)c1)N1CCCC(N2CCN(c3ccccc3F)CC2)C1 (stereo unspecified) | 18% | -11% | -13%[57.1 µM] | -1% | -7% | -7% | -5% | 0% | -3% |
| 24 | C=CCn1cc(C(=O)NCCOC)c(=O)c2cc(S(=O)(=O)N3CCCCCC3)ccc21 | 28% | -1% | -26% | -18% | 11% | -17% | 20% | -2% | 1% |
| 25 | O=C(OCc1cc(=O)n2nc(-c3cccs3)sc2n1)c1ccc(F)cc1 | 11µM* | ? | -39% | ? | 9%[59 µM] | -6% | . | -19% | -39% |
| 26 | COc1ccc(C2=NO[C@@H]3C(=O)N(c4c(C)cccc4C)C(=O)[C@H]23)cc1OC | 52% | 11% | 3% | -16% | 50µM* | -22% | -4% | 0% | 1% |
| 27 | COc1nccc(-c2ccc(F)cc2)c1C#N | -11% | 39%[activator] | 1% | -11% | 16% | -8% | -2% | -3% | 1% |
| 28 | Cc1nc2cc(Cl)c([N+](=O)[O-])cc2s1 | 0% | 56%[activator] | -14% | -1% | 12% | -11% | 0% | 1% | -11% |
| 29 | Cc1ccc(S(=O)(=O)CCC(=O)OCC(=O)c2ccc(F)cc2)cc1 | . | 30%[activator] | 13% | -20% | 13%[12.7 µM] | . | 6% | . | -5% |
| 30 | CC(C)(C)c1ccc(C(=O)N2CCN(CCNC(=O)C(=O)NCc3ccccc3)CC2)cc1 | 3% | 13% | 15% | -8% | -1% | -1% | -1% | -11% | -3% |
| 31 | COc1ccc([C@H]2[C@@H](C#N)[C@H](C#N)N3CCCN23)cc1 | 2% | 7% | -8% | -8% | 7%[59 µM] | -4% | 11% | -4% | 2% |
| 32 | COC(=O)c1c(C)[nH]c(C=Nc2ccc(OC)cc2)c1C | 21% | 39%[activator] | -29% | -18% | -44% | 1% | 1% | -3% | -14% |
| 33 | COc1ccc(NC(=O)c2cc3ccccc3[nH]2)cc1 | -20% | 19% | 6% | -3% | . | -1% | -8% | 0% | -14% |
| 34 | Cc1cc(NC(=O)COc2ccccc2C)ccc1NC(=O)c1ccco1 | 11% | -5% | -19% | -7% | 15% | 6% | 35% | -1% | -9% |
| 35 | O=C(NCCCc1nc2ccccc2n1Cc1c(F)cccc1Cl)C1CCCCC1 | 1% | 11% | 0% | -13% | -4%[59 µM] | -3% | . | -5% | -6% |
| 36 | CSc1nnc(CCCCCNC(=O)OC(C)(C)C)o1 | 17% | 84%[activator] | -9% | -22% | 1% | 3% | -3% | 1% | 0% |
| 37 | COCCNC(=O)Cn1nc(-c2ccccc2F)ccc1=O | 22% | 60%[activator] | -4% | -17% | . | -10% | 15% | -5% | 6% |
| 38 | Cn1c(=O)c2c(O)c(Cc3ccccc3)c(=O)[nH]c2n(C)c1=O | 7% | 122%[activator] | 7% | -7% | 8%[59 µM] | -4% | 8% | 1% | 0% |
| 39 | O=S(=O)(NCc1ccc(Cl)cc1)c1ccc2[nH]c3c(c2c1)CCCC3 | 4% | 18% | 11% | -17% | -2%[59 µM] | 38%[activator] | . | -15% | -19% |
| 40 | CN(CC(=O)Nc1ccccc1Br)C(=O)c1ccc(-c2ccc(Cl)cc2)o1 | -1% | -3% | -19% | -13% | . | ? | -8% | 2% | -21% |
| 41 | Cc1nc2cc(NC(=O)Nc3cccc(F)c3)ccc2n1C | -5% | 7% | -16% | -1% | 24%[12.7 µM] | -7% | -4% | -1% | -11% |
| 42 | O=C(CN1C(=O)/C(=C/c2ccccc2F)Sc2ccccc21)N1CCN(c2ccccn2)CC1 | 18% | -4% | . | -13% | ? | -6% | 2% | -8% | 0%[60.1 µM] |
| 43 | C=CCn1c(=O)c(C(=O)NC(C)c2ccccc2)c(O)c2ccccc21 (stereo unspecified) | 5% | 3% | 22% | 4% | 66%[activator] | -14% | -1% | -5% | -5% |
| 44 | CCn1c(SCc2ccc(F)cc2Cl)nc(=O)c2c(C(=O)OC)cc(C3CC3)nc21 | 8% | -10% | -12% | 3% | -24%[59 µM] | ? | . | -9% | -6%[60.1 µM] |
| 45 | CC(=O)c1cccc(OCC(=O)c2cc(C)n(-c3cc(C)on3)c2C)c1 | 5% | -6% | ? | -3% | 50µM* | ? | -1% | -4% | 1% |
| 46 | O=C1c2ccccc2NC(c2ccccc2)N1Cc1ccco1 (stereo unspecified) | -8% | -3% | . | ? | 8%[59 µM] | 6% | 2% | -7% | -6% |
| 47 | O=C(CSc1ccc2nnc(-c3ccccc3)n2n1)NCC1CCCO1 (stereo unspecified) | 4% | 21% | -15% | -11% | -15%[59 µM] | -2% | 7% | -1% | -6% |

A second format for three compounds above.
40) CN(CC(=O)Nc1ccccc1Br)C(=O)c1ccc(-c2ccc(Cl)cc2)o1
41) Cc1nc2cc(NC(=O)Nc3cccc(F)c3)ccc2n1C
42) O=C(CN1C(=O)/C(=C/c2ccccc2F)Sc2ccccc21)N1CCN(c2ccccn2)CC1
Compound | 40 | 41 | 42
POLB inh | -1% | -5% | 18%
Pol iota inh | -3% | 7% | -4%
BAZ2B inh | -19% | -16% | .
POLH inh | -13% | -1% | -13%
G9a block | . | 24%[12.7 µM] | ?
Anesthetic bind | ? | -7% | -6%
APEX1 inh | -8% | -4% | 2%
BLM inh | 2% | -1% | -8%
POLK inh | -21% | -11% | 0%[60.1 µM]

Screening data from PubChem BioAssay.

The list is partial; rates above refer to the full screens.
